D2 potentiator – positive allosteric modulators of human D2 dopamine receptor; HEK293 T-REx D2, calcium flux, EC20 dopamine potentiation; 0.34% of 340,000 active; potentiation, % at 10 µM;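 active means potentiation over 3 SD above the plate norm, cut at about 30% in these data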; further: 0% is about no effect
Target sequence (P14416 whole entry, looked up): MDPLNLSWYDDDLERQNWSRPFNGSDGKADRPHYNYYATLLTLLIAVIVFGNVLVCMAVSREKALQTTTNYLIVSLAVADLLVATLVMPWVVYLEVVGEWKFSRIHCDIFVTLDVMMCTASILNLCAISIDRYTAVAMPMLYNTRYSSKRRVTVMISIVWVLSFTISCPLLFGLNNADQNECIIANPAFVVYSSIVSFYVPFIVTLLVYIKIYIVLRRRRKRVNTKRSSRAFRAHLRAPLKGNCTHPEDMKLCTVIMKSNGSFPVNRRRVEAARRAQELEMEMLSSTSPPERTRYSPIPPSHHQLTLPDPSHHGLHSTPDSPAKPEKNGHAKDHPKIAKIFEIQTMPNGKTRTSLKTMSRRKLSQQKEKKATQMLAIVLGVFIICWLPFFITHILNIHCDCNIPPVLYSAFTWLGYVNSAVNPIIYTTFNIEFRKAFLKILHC
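Calcium flux readout, no-wash dye, 1 read/s. Inducible HEK293 Trex D2 line, overnight 30 C. Compound alone 180 s (agonist flags), then EC20 dopamine, another 180 s to score potentiation.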
D2 agonist – agonists of human D2 dopamine receptor; P14416; activation, % at 2 µM; HEK293 T-REx D2 cells, calcium flux agonist mode; 0.53% of 340,000 active;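 active means activation over 3 SD above normal in the single-dose calcium agonist read, cut at about 30% in these data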; further: 0% is about no effect
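Tetracycline-induced HEK293 Trex cells with D2 receptor force-coupled to calcium signaling, plated overnight at 30 C and loaded with no-wash calcium dye. Calcium flux read kinetically for 180 s after compound addition; responses flag agonists.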
D1 ag – agonists of human D1 dopamine receptor. HEK293 T-REx D1 cells, calcium flux, agonist mode. activation, % at 2 µM. 1% of 360,000 active. AID 504660; in the data active means activation above about 30%; further: 0% is about no effect
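Inducible HEK293 T-REx D1 cells, force-coupled to calcium signalling, were plated at 4000 cells/well with tetracycline and held overnight at 30 C. After no-wash calcium dye loading, compound-evoked calcium rise over 180 s flagged agonists.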
D2 antag – antagonizes the human D2 dopamine receptor. P14416. HEK293 TREx D2 cells, calcium flux, dopamine EC80. inhibition, % at 10 µM. 2% of 340,000 active; in the data active means inhibition above about 30%; further: 0% is about no effect
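Inhibition of EC80 dopamine-driven calcium flux, recorded kinetically, defines activity here; cells are a tetracycline-induced HEK293 T-REx line expressing force-coupled D2.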
D1 antag – human D1 dopamine receptor antagonism. P21728. HEK293 TREx D1 cells, calcium flux, dopamine EC80; hits give low values. activity change, negative = inhibition, % at 10 µM. 3.2% of 360,000 active; in the data active means activity change below about -30%; further: on the % scale 0 is the no-effect control and ±100 the full control effect
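After overnight tetracycline induction at 30 C, force-coupled D1 HEK293 cells took up a no-wash calcium dye at room temperature. Compounds were added and monitored 180 s, and the response to EC80 dopamine was then recorded.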
RXFP1 agonist – agonists of human relaxin receptor RXFP1; Q9HBX9; HEK293T-RXFP1 cAMP TR-FRET, 30 min; response scale: percent of porcine relaxin response, buffer zero; Potency, µM (doses to about 57.5 µM), without a hit: at the top dose activation, actives largely listed as activators; 0.3% of 370,000 active; active means well fitted activation curve with a large enough effect; inconclusive means small, poorly fitted or top-dose-only effect; further: potency means the concentration at half of the fitted maximal effect; on the % scale 0 is the no-effect control and ±100 the full control effect; nearly all actives have a fitted effect of over 60% in size; many of its hits are not listed in these tables
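HEK293T cells stably expressing RXFP1 were pretreated with the PDE4 inhibitor Ro 20174, exposed to compounds for 30 min at 37C, lysed, and cAMP was read by TR-FRET. Data normalized to buffer (basal) and 29 nM porcine relaxin (100%).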
D1 potentiator – human D1 dopamine receptor positive modulation; HEK293 TREx D1 cells, calcium flux, dopamine EC20 potentiation; potentiation, % at 10 µM; 0.036% of 360,000 active; AID 504651; in the data active means potentiation above about 30%; further: 0% is about no effect
RXFP1 antag – blocks the human relaxin receptor RXFP1 | HEK293-RXFP1, relaxin-stimulated cAMP HTRF, 30 min; hits give low values | activity change, negative = inhibition, % at 57.5 µM | 0.59% of 350,000 active;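 active means activity change of -60% or lower, but not beyond a set lower limit; inconclusive means change between -60% and -40%, or beyond the set limit; inactive means change above -40%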; further: on the % scale 0 is the no-effect control and ±100 the full control effect
TRHR enhancer – allosterically enhances the human TRH receptor | P34981 | TRHR cells, fluo-8 calcium fluorescence, EC20 TRH enhancement | enhancement, % at 2 µM | 0.66% of 360,000 active | AID 493056; in the data active means enhancement above about 30%; further: 0% is about no effect
Target sequence (P34981 whole entry, looked up): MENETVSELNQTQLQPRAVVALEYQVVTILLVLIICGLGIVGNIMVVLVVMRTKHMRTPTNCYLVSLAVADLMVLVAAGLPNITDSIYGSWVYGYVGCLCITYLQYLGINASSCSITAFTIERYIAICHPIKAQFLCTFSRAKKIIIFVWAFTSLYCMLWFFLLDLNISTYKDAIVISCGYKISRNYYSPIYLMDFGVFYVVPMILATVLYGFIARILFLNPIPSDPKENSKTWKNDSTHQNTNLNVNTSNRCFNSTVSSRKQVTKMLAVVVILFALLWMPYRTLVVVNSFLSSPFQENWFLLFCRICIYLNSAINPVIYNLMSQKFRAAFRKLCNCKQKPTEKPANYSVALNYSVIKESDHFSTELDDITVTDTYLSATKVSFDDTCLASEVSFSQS
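Enhancer read-out: after compound pinning and an initial kinetic agonist-mode read, an EC20 of TRH (10 nM final) was injected and fluo-8 calcium signal (Ex 480/Em 530) followed at 1 s/cycle for 100 cycles in TRHR-expressing cells.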
An asterisk follows results filed as active; ? = inconclusive; . = not tested or not shown; & = joins results of further samples. The list is partial; rates above refer to the full screens.

Every second line gives: D1 potentiator, D2 agonist, D2 antag, D1 ag, RXFP1 antag, D2 potentiator, RXFP1 agonist, D1 antag, TRHR enhancer
COC(=O)c1ccc(C2c3c(-c4ccccc4O)n[nH]c3C(=O)N2Cc2ccncc2)cc1 (stereo not drawn)
    0, 0.0, ., 0, -25, 7, -4.0%, 3, 4
C=CCc1cccc(/C=N/NC(=O)CNc2cccc3ccccc23)c1O
    -2, -0.1, -8, 2, -23, -21, -2.4%, -14, 3
CS(=O)(=O)N1CC2CCCN2c2cc(C(F)(F)F)ccc21 (stereo not drawn)
    0, 4.3, -10, -1, -3, -6, 0.3%, -4, -3
O=S(=O)(c1ccccc1)N1CCN(c2ncccn2)CC1
    -10, 0.0, 21, 2, -15, 6, 0.0%, -9, 4
CC(C)OCCCNC(=O)CN1CCN(Cc2ccccc2Cl)C1=O
    5, ., ., 0, -3, ., 0.7%, -2, 3
CC1Cc2cc(S(=O)(=O)N3CCN(c4ccccc4)CC3)ccc2N1C(=O)C1CC1 (stereo not drawn)
    -1, -0.5, 1, 0, 4, 7, -1.8%, -5, 8
Cc1nn(-c2ncc(C(F)(F)F)cc2Cl)c(=O)n1-c1cccc(F)c1
    2, 0.6, 8, 3, -3, 7, 1.4%, 1, 0
Cc1cccc(NCc2ccc(N(C)C)cc2)n1
    1, -0.5, -16, 0, 3, 33*, -2.7%, 6, 1
Cc1cccc(NC(=O)C2CCN(S(=O)(=O)c3c(C)noc3/C=C/c3ccco3)CC2)n1
    6, 1.6, -4, 10, -6, 6, 0.8%, 6, -1
CCCCNC(=O)Nc1cnn(CC)c1C(N)=O
    -1, -0.1, 1, 0, -14, 2, -0.5%, -5, -7
COc1ccc(C(=O)NCC(=O)N2CCN(C(=O)c3ccco3)CC2)cc1
    -1, -1.7, 7, 2, -8, -2, -0.5%, 7, 1
O=C(NC1CCCCC1)N1CCCC(c2nc(-c3ccc(S(=O)(=O)N4CCCC4)cc3)no2)C1 (stereo not drawn)
    -4, -2.0, 20, 2, 10, -14, 0.0%, -19, -11
Cc1cccc(C)c1-n1c(C)nn(-c2ncc(C(F)(F)F)cc2Cl)c1=O
    -3, -0.7, -13, -2, -16, -1, 2.2%, ., -3
CC(=O)c1ccc(NC(=O)c2ccc(N3C(=O)c4cccnc4C3=O)cc2)cc1
    1, 0.7, -6, 2, 0, 16, 2.3%, 10, 5
O=[N+]([O-])c1ccccc1S(=O)(=O)N1CCN(Cc2cc3c(cc2O)OCO3)CC1
    -9, 3.9, -8, 3, 7, -6, 1.4%, -11, -15

An excerpt of these results, with tabs:
Structure	D1 potentiator	D2 agonist	D2 antag	D1 ag	RXFP1 antag	D2 potentiator	RXFP1 agonist	D1 antag	TRHR enhancer
O=C(NC1CCCCC1)N1CCCC(c2nc(-c3ccc(S(=O)(=O)N4CCCC4)cc3)no2)C1 (stereo not drawn)	-4	-2.0	20	2	10	-14	0.0%	-19	-11
Cc1cccc(C)c1-n1c(C)nn(-c2ncc(C(F)(F)F)cc2Cl)c1=O	-3	-0.7	-13	-2	-16	-1	2.2%	.	-3

Further results follow:
Every second line gives: D1 potentiator, D2 agonist, D2 antag, D1 ag, RXFP1 antag, D2 potentiator, RXFP1 agonist, D1 antag, TRHR enhancer
Cc1ccc(NS(=O)(=O)c2ccc(NC(=O)C3CC3)cc2)c(C)c1
    1, 0.7, 2, 24, 2, 7, 4.7%, -22, -1
CC(=O)Nc1cccc(NC(=O)CSc2nc(C)c(C)c(C)c2C#N)c1
    -1, -0.4, 3, 0, 10, 0, 2.7%, 2, -3
COc1ccc(CCN2CC(C(=O)N(C)CC(=O)Nc3cccc(F)c3)CC2=O)cc1OC (stereo not drawn)
    -1, 0.6, 1, 1, -11, -3, -1.6%, 11, 1
CCCn1c(=O)n(C)c(=O)c2c(SCC(=O)NC34CC5CC(CC(C5)C3)C4)nc(CC(C)C)nc21
    -6, 0.2, -7, 0, -9, 17, -0.3%, 2, -1
COc1ccc(CCn2nnnc2CN2CCN(C(=O)c3ccco3)CC2)cc1OC
    0, 0.2, -13, 4, 0, 0, 0.3%, -23, 3
COCCNC(=S)N(c1ccccc1)C(C)C
    -2, 1.4, 7, -2, 2, 1, 1.5%, ., -4
CCC(C)NC(=O)CSc1nc2scc(-c3ccccc3)c2c(=O)[nH]1 (stereo not drawn)
    -7, ., ., 2, 0, ., 4.5%, 5, 2
COc1ccc(CC(=O)Nc2cccc(-c3nnc(-c4ccccc4)o3)c2)cc1OC
    -2, 0.0, 6, 7, -31, 18, 2.8%, 0, 6
CCc1nnc(NC(=O)CSc2nnc(-c3ccccc3O)n2CC)s1
    -6, -0.9, 1, 0, 15, -5, 0.9%, -1, -4
O=C(Cc1cccs1)N1CCN(C(=O)C2CCCO2)CC1 (stereo not drawn)
    -5, 0.1, 10, 4, 0, ., -1.3%, -20, -1
CCC/C(=C1/C(=O)CC(C)(C)C(C(=O)OC)C1=O)N1CCCC1 (stereo not drawn)
    -1, 0.8, 7, 3, -2, 7, -0.1%, 4, 10
CC1CCN(c2ccc3nnc(CCC(=O)NCCCOC(C)C)n3n2)CC1
    -7, -2.6, -7, 2, -1, -1, ?, 20, -3
N#Cc1ccccc1NC(=O)CC1c2ccccc2Oc2ccccc21
    0, -0.4, 3, 1, ., -11, 0.3%, 3, 5
CCn1c(C)c(C)c2cc(C(=O)N3CCN(c4ccccc4)CC3)ccc21
    2&3, 0.5&-0.2, -8, 5&2, ?, -8&0, 5.7%&-1.5%, -2&12, 5&-2
CN(C)C(=O)COc1ccc2ccc(=O)oc2c1
    -5, -0.5, 6, 3, -8, 4, -0.9%, 2, -5

Some of these compounds in order of SMILES length, high to low:
Every second line gives: D1 potentiator, D2 agonist, D2 antag, D1 ag, RXFP1 antag, D2 potentiator, RXFP1 agonist, D1 antag, TRHR enhancer
COc1ccc(CC(=O)Nc2cccc(-c3nnc(-c4ccccc4)o3)c2)cc1OC
    -2, 0.0, 6, 7, -31, 18, 2.8%, 0, 6
CC1CCN(c2ccc3nnc(CCC(=O)NCCCOC(C)C)n3n2)CC1
    -7, -2.6, -7, 2, -1, -1, ?, 20, -3
O=C(Cc1cccs1)N1CCN(C(=O)C2CCCO2)CC1 (stereo not drawn)
    -5, 0.1, 10, 4, 0, ., -1.3%, -20, -1

Next section
Every second line gives: D1 potentiator, D2 agonist, D2 antag, D1 ag, RXFP1 antag, D2 potentiator, RXFP1 agonist, D1 antag, TRHR enhancer
CCOC(=O)Cn1c(=NC(=O)CSC(C)=O)sc2ccccc21
    -9, -0.1, 11, 2, -11, -2, -0.1%, 9, 5
COCCSc1nnc(NC(=O)C2CC(=O)N(c3ccc(Cl)cc3)C2)s1 (stereo not drawn)
    -5, 0.4, 18, 3, 7, -4, 1.5%, 8, -3
NNC(=O)CSc1nc(-c2ccccc2)cn1-c1ccccc1
    -1, 0.3, -9, -1, -5, 13, 0.7%, 13, 3
OCCC1CN(Cc2ccc(F)cc2)CCN1CCc1ccccc1 (stereo not drawn)
    -9, -3.2, 43*, 5, -5, -2, 1.1%, -28, -6
O=C(CN1CCN(c2ccccc2O)CC1)NC(=O)NCc1ccco1
    -2, 0.2, 23, 0, -1, -8, 0.3%, 5, -11
O=C(CSCc1ccccc1)N=Nc1c(O)[nH]c2ccccc12
    -1, -0.5, 3, 1, 10, 1, 1.0%, -14, 1
CN(C)C1=NC[C@H](Cc2ccccc2)N1CC1CCCC1
    -7, 0.2, -2, 0, ., -9, -0.1%, -9, 7
Cc1cc2cc(CNC(=O)c3ccc(S(=O)(=O)N4CCCCC4)cc3)ccc2n1C
    -1, 0.1, 9, 8, 10, -2, 7.8%, 4, 4
CN(c1ccc(C(=O)N2CCOCC2)cc1[N+](=O)[O-])C1CCCCC1
    -4, 0.6, 5, 4, 4, 5, 3.5%, -3, 5
O=C(OCc1ccc(F)cc1)c1cc(=O)c2ccccc2o1
    -6, -2.2, 7, 0, -19, 11, -0.7%, 6, -6
Cc1c(C(=O)NCC2COc3ccccc3O2)oc2ccc(S(=O)(=O)N3CC(C)CC(C)C3)cc12 (stereo not drawn)
    -3, 0.4, 13, 3, -15, -14, -0.5%, -31*, -1
Fc1ccc(Nc2ccnc(C(F)(F)F)c2)cc1
    -2, ., ., 3, -3, ., -1.9%, -8, -3
O=c1[nH]c(SCc2ccccc2)nnc1-c1ccccc1
    1, -0.5, 7, 1, -5, -4, 0.1%, -2, 6
Nc1ccc2nn(-c3ccccc3)nc2c1
    -6, 0.8, -20, 3, -27, 0, 19%, -9, -3
CN(C)CC#CCCCCCCC#CCN(C)C
    -1, -0.8, -4, 2, ., -3, -1.2%, 0, -4
CC(C)COc1ccc(C(=O)OCCN2CCOCC2)c(O)c1
    -9, 0.3, 1, 6, -1, 2, 0.6%, -7, 4
CCn1cc(C(=O)OCC(=O)Nc2cccc(C(C)=O)c2)c(=O)c2ccc(C)nc21
    0, -0.1, ., -1, ., 13, 10%, 0, 3
Cc1cccc(C(=O)O)c1[N+](=O)[O-]
    -4, ., ., 4, ., 7, 2.1%, ., -2
CC(=O)Nc1ccc(OCC(O)CN2CCN(c3ccc(F)cc3)CC2)cc1 (stereo not drawn)
    -2, 69*, 45*, 0, -2, -29, -0.6%, -2, -2
CCOc1ccc2[nH]c(S(=O)(=O)CC)nc2c1Cl
    -6, -0.5, -17, 1, 1, -6, 1.6%, -17, 2
Cc1cc(-c2csc3ncnc(N4CCN(C)CC4)c23)cc(C)c1C
    -1, ., ., 0, -1, ., -2.9%, 5, 8
O=C(O)CCn1c(Cc2ccccc2)nc2ccccc21
    -5, -0.1, 17, 2, -7, 4, 2.9%, 2, 2

4 compounds picked at random from the list so far:
Every second line gives: D1 potentiator, D2 agonist, D2 antag, D1 ag, RXFP1 antag, D2 potentiator, RXFP1 agonist, D1 antag, TRHR enhancer
CC1Cc2cc(S(=O)(=O)N3CCN(c4ccccc4)CC3)ccc2N1C(=O)C1CC1 (stereo not drawn)
    -1, -0.5, 1, 0, 4, 7, -1.8%, -5, 8
CCCCNC(=O)Nc1cnn(CC)c1C(N)=O
    -1, -0.1, 1, 0, -14, 2, -0.5%, -5, -7
O=C(O)CCn1c(Cc2ccccc2)nc2ccccc21
    -5, -0.1, 17, 2, -7, 4, 2.9%, 2, 2
Cc1nn(-c2ncc(C(F)(F)F)cc2Cl)c(=O)n1-c1cccc(F)c1
    2, 0.6, 8, 3, -3, 7, 1.4%, 1, 0

Source: PubChem
